T cell HTS – modulators of CD8 T cell-vesicle binding, primary screen, mouse 2C CD8+ T cells, flow cytometry; calls only at 7 µM; AID 2052, 2009; hit rate 0.068% among 330,000; 2C CD8+ T cell-vesicle binding; hits give low values;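 active means response, share of CD8 T cells binding vesicles, and their 90th percentile fluorescence all below set limits, cut at about 80% in these data, passing the limit was not always enough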
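Incubation: binding step 1.5 h, 37 °C, antibody labelling 20 min, ice; system: murine 2C transgenic CD8+ T lymphocytes; technique: cytometric PE anti-B7-1 and Alexa647 anti-CD8 signals after 1% paraformaldehyde fixation; also added: QL9-charged Drosophila Ld/ICAM-1/B7-1 vesicles; control set: naked versus QL9-loaded vesicles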
bCat nuc transl – modulators of beta-catenin nuclear translocation, primary screen, imaging, HeLa cells, immunofluorescence, high-content. nuclear translocation activity, % at 5 µM. AID 1665, 2009. hit rate 0.3% among 190,000;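 active means nuclear translocation activity above 50% at 5 µM, with a well cell count of 50 or more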;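 further: per-cell ratio of nuclear to cytoplasmic median beta-catenin stain intensity; plate controls were DMSO negative control for no effect and GSK-3 inhibitor IX positive control for full effect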
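Test system: human HeLa cells, endogenous beta-catenin. Times: 24 h compound exposure, 37°C. Measured by: beta-catenin immunofluorescence imaging with DAPI.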
Lipid droplet – inhibitors of hepatocyte lipid droplet formation, primary screen, imaging, high-throughput imaging, BODIPY stain. inhibition, % at 6.5 µM. AID 1656, 2009. AML12 mouse hepatocytes, oleate lipid droplets. hit rate 0.4% among 240,000;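 active means lipid droplet intensity inhibited by at least 50%, with more than 500 cells counted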
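Material – AML12 mouse liver cells · Also added – oleate loading, 100 µM · Compound dosing – 6.5 µM single-point dosing · Times – overnight treatment with compound plus oleate · Measured by – fluorescence imaging, 20x objective, two fields per well · Read-out – percent inhibition of filter-corrected integrated lipid droplet intensity per well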
Dynein transport – inhibitors of GR-EGFP nuclear translocation, primary screen, dynein cargo transport inhibitor project, imaging, high-content, 3617.4 mouse cells; test concentration mostly 20 µM; stimulated with dexamethasone, 1 µM; hits give low values; z-score, hits read low; hit rate 0.47% among 220,000;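 active means plate z-score of nuclear minus cytoplasmic receptor signal below a set negative limit, without overly bright fluorescence or cell loss, cut at about -3.5 in these data, passing the limit was not always enough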;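 further: z-score of nuclear minus cytoplasmic ring GR-EGFP intensity difference per well; some compounds called inactive have numbers as strong as hits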
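Buffer or medium: tetracycline-free induction medium containing charcoal-stripped FBS / Reagent: dexamethasone agonist, 1.0 µM final, for 30 min / Technique: automated 10x imaging of fixed Hoechst-stained cells / Times: induction 48 h, compound 1 h, agonist 30 min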
human PMI inhibition – inhibitors of human PMI, primary screen, biochemical, fluorescence intensity, coupled assay (AID 1209). Mannose-6-phosphate isomerase (Homo sapiens). purified PMI enzyme, coupled fluorescence intensity; higher % means a stronger effect. inhibition, % at 20 µM, or IC50 in µM where a hit was titrated. hit rate 0.42% among 190,000; in the data active means inhibition above about 50%;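 further: plate controls were DMSO vehicle for no effect and wells lacking substrate for full effect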
TNAP activators – human TNAP enzyme activators, primary screen, biochemical, luminescent, no phosphate acceptor, uHTS (AID 1001); Alkaline phosphatase, tissue-nonspecific isozyme (Homo sapiens); purified TNAP, luminescent activation assay, no phosphate acceptor; higher activation fold means a stronger effect; hit rate 0.03% among 200,000; activation fold at 20 µM; hits with a dose series show EC50 in µM; in the data active means activation fold from about 3, or a potency from the dose series; inactive means the rest, 99 in 100 with activation fold below about 1.6; further: many of its hits are not listed in these tables
Myeloid diff 2 – induction of myeloid progenitor differentiation, primary screen, cell-based, flow cytometry, MLPCN library; ER-HoxA9 myeloid progenitors, lysozyme-GFP differentiation; calls only at 10 µM; hit rate 1% among 360,000;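 active means normalized GFP-positive differentiation at or above the plate's own cutoff, the solvent-only control mean plus 3 SD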;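 further: cells exposed to compound for four days before flow analysis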
MT stabilizer – microtubule stabilizers in HeLa cells, primary screen, imaging, high-content imaging | HeLa tubulin immunostaining HCS, 24 h; share of cells brighter than vehicle mean+2SD | % tubulin-high responders, % at 10 µM | hit rate 0.83% among 200,000;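 active means plate Z-score above 3 for both tubulin-high and condensed-nucleus cell shares, with cell loss under 80%, at 10 µM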;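 further: anti alpha tubulin signal scored within the nucleus-defined area of each cell; some results filed as inactive read as strong as hits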
Ins promoter up – insulin promoter activators in MIN6 cells, imaging, high-content screening, mouse beta cells | MIN6 insulin promoter-GFP reporter; hits give high values | z-score at 5 µM | AID 1625, 2009 | hit rate 0.3% among 190,000;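 active means z-score above 3 at 5 µM with at least 500 cells counted in the well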
Dynein transport cytoplasmic EGFP – recorded beside Dynein transport, whose call it bears; z-score; measured here: cytoplasmic GR-EGFP intensity; hits give high values
Dynein transport nuclear GR-EGFP – further read-out of Dynein transport, marked with its call; z-score; measured here: nuclear GR-EGFP intensity;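 lower value marks the stronger effect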
Dynein transport cell count – also measured in Dynein transport; calls as there; z-score; measured here: cell count per field
Ins promoter up cell count – further read-out of Ins promoter up, marked with its call; cell count; measured here: cytotoxicity, nuclei count;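 total cells summed across four imaged fields per well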
Lipid droplet cells 6.5 µM – further read-out of Lipid droplet, marked with its call; cell count; measured here: cell count, cytotoxicity flag;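 cells counted across two imaged fields per well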
bCat nuc transl cell count 5 µM – recorded beside bCat nuc transl, whose call it bears; cell count; measured here: cell count, cytotoxicity flag
T cell HTS vesicle-bound % – also measured in T cell HTS; calls as there; double positive events, %; measured here: CD8+ vesicle-bound cell fraction;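 binding gate set so that unloaded-vesicle control wells show 10% double positive cells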
MT stabilizer Hoechst-high % – further read-out of MT stabilizer, marked with its call; % Hoechst-high responders; measured here: nuclear condensation Hoechst responders;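 share of cells brighter than vehicle mean plus two SD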
MT stabilizer cytotoxicity % – further read-out of MT stabilizer, marked with its call; toxicity, %; measured here: cytotoxicity by cell density;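 0% = mean cell density of plate MIN control wells and 100% = no cells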
Myeloid diff 2 GFP+ MAC1+ % – recorded beside Myeloid diff 2, whose call it bears; GFP+ MAC1+ double positive, %; measured here: differentiation confirmed by MAC1 staining
Starred values were filed as active, the others as inactive; i = inactive; . = not tested or not shown.

SMILES	T cell HTS	T cell HTS vesicle-bound %	bCat nuc transl	bCat nuc transl cell count 5 µM	Lipid droplet	Lipid droplet cells 6.5 µM	Dynein transport	Dynein transport cytoplasmic EGFP	Dynein transport nuclear GR-EGFP	Dynein transport cell count	human PMI inhibition	TNAP activators	Myeloid diff 2	Myeloid diff 2 GFP+ MAC1+ %	MT stabilizer	MT stabilizer Hoechst-high %	MT stabilizer cytotoxicity %	Ins promoter up	Ins promoter up cell count
Cc1ccnc(NC(=O)c2ccc(NC(=O)c3ccco3)cc2)c1	i	40	.	.	-1	792	-0.62	-0.21	-0.95	1.3	3%	1.1	i	1.3	3.3	1.8	4.4	-0.97	1327
CCCNC(=O)c1sc2c(c1C(=O)Nc1ccccn1)CCCC2	i	45	-0.7	1133	16	694	0.64	-0.2	0.34	1.1	6%	1.1	i	0.2	1.9	1.9	2.9	-0.65	1384
COc1ccc(N2C(=O)C(Cl)=C(Nc3ccccc3OC)C2=O)cc1	i	39	-3.9	605	10	792	-0.26	-0.24	0.39	0.56	13%	1	i	0.5	3.1	2.2	8.2	-0.14	1291
COC(=O)CCC(=O)OC1(C)C(=O)C2=CN(CC(C)C)C(c3ccc(OC)cc3)=CC2=C(Br)C1=O (stereo not drawn)	i	38	1.1	1136	.	.	-1.3	-0.74	-0.38	0.36	.	.	.	.	.	.	.	1.9	889
Cc1cc(NC(=O)CSc2nnc(-c3c[nH]c4ccccc34)n2C)no1	i	20	3.5	1008	24	733	0.91	-0.1	0.92	-1.5	1%	1.1	i	2.6	1.2	0.7	3.4	-0.38	1371
CC(c1ccccn1)N(CCN(C)C)C(=S)Nc1ccccc1F (stereo not drawn)	i	50	0.3	996	2	812	-0.83	0.034	-0.35	0.18	8%	1	i	8.0	1.5	1.2	5.7	-0.49	896
Cc1cccc(C(=O)N(c2ccccn2)C(C)c2ccco2)c1 (stereo not drawn)	i	48	-1.4	1034	4	714	0.89	-0.17	0.58	-0.65	5%	1.1	i	0.5	3.3	2.0	9.4	-0.36	1339
O=C(NC1CCCC1)C1CC(=O)N(CCc2ccccc2)C1 (stereo not drawn)	i	31	-0.5	1393	.	.	-0.64	0.34	-0.27	0.29	5%	1.1	i	2.4	2.5	2.7	9.1	0.02	1488
CCOC(=O)N1CCN(C(=O)CSc2ncccn2)CC1	i	35	.	.	.	.	1.7	-0.25	1.1	-0.55	-13%	1	i	1.1	12	1.0	7.1	.	.
CC(C)c1[nH]nc2c1C(c1ccc(OC(=O)c3ccco3)cc1)C(C#N)=C(N)O2 (stereo not drawn)	i	40	-0.9	1031	-8	712	-0.63	-0.3	-0.57	0.77	17%	1	i	7.1	6.0	3.9	0.1	0.12	1839
O=C(c1ccc2c(=O)n(C3CCCC3)c(=S)[nH]c2c1)N1CCc2ccccc21	i	45	-1.5	1419	.	.	0.25	-0.24	-0.82	0.46	7%	1.1	i	0.7	2.6	1.5	2.8	-0.48	1327
COc1cccc2c(=S)c(CCC(C)=O)c(C)[nH]c12	i	42	-1.3	1002	-6	627	-0.4	-0.12	-0.079	0.066	-65%	1.6	i	0.4	2.9	3.5	8.6	1.1	1240
COC(=O)c1ccccc1S(=O)(=O)N(CCCN1CCOCC1)Cc1cccs1	i	56	-2.0	1199	-4	724	-0.8	-0.27	-0.62	0.75	0%	1.1	i	0.8	3.8	2.4	5.1	.	.
Cc1sc2nc(COC(=O)c3ccc(O)cc3)[nH]c(=O)c2c1C	i	32	0.2	1092	0	742	0.35	-0.2	0.053	-0.068	.	.	i	2.1	.	.	.	0	1317
COc1ccc(-n2c(COc3ccc4c(c3)OCO4)nnc2SCC(=O)O)cc1	i	1	1.0	978	3	662	-0.34	-0.28	-0.15	-0.11	-2%	1.1	i	0.9	1.4	1.3	5.1	.	.
CN(C)c1ccc(C(=S)N2CCOCC2)cc1Br	i	53	-3.9	879	.	.	-0.6	-0.21	-0.096	0.61	-87%	1.1	i	0.6	8.7	4.5	2.3	0.43	1137
Cc1cc(C)cc(NS(=O)(=O)c2ccc(NC(=O)C3CCCCC3C(=O)O)cc2)c1 (stereo not drawn)	i	55	-2.5	1002	6	645	-0.42	-0.26	-0.45	0.37	-10%	1.1	i	0.5	2.5	2.6	8.6	0.21	1179
CSc1c(-c2ccccc2)nc2ccc(Cl)cc2c1C(=O)O	i	21	-1.2	1311	.	.	2.5	-0.15	2.1	-2.4	3%	1	i	0.7	3.5	1.6	7.6	0.24	1592
O=C(Nc1nc2ccccc2[nH]1)C1CC(=O)N(c2ccc3c(c2)OCCO3)C1 (stereo not drawn)	i	50	-5.4	952	.	.	-0.59	-0.19	0.0036	0.19	-6%	1.1	i	1.9	2.0	1.6	12	-0.77	1198
COc1ccc2c(-c3ccccc3)cc(N3CCOCC3)nc2c1	i	39	.	.	-3	740	-0.38	-0.062	-0.23	0.14	12%	1.1	i	0.9	2.2	2.3	13	1.2	1193
O=C(N/N=C/c1cc2ccccc2nc1Cl)[C@H]1C[C@@H]1c1ccccc1	i	46	-0.7	1016	12	701	-0.013	-0.26	0.15	0.27	16%	1	i	0.7	3.5	1.5	5.7	-0.16	1150
Cn1cnc(S(=O)(=O)N2CCN(c3ccc(F)cc3)CC2)c1	i	36	-0.3	1187	6	689	0.52	-0.24	0.042	-0.67	.	.	i	0.9	.	.	.	1.3	1447
Cc1snc2sc(C(=O)c3ccc(Br)cc3)c(N)c12	i	59	.	.	8	803	-2	12	0.11	0.77	-7%	1.2	i	0.4	1.5	1.4	5.5	0.56	1027
COC(=O)c1c[nH]c(=O)c2ccccc12	i	23	-0.2	1054	-4	702	-0.57	-0.27	-0.34	0.058	16%	1	i	0.1	2.7	2.2	2.4	.	.
O=C(/C=C/c1cccc([N+](=O)[O-])c1)OCC(=O)c1ccccc1	i	48	0.2	1542	24	751	-0.57	-0.22	-0.68	0.49	1%	1.1	i	0.3	3.0	1.3	0.7	-0.06	1526
SMILES	T cell HTS	T cell HTS vesicle-bound %	bCat nuc transl	bCat nuc transl cell count 5 µM	Lipid droplet	Lipid droplet cells 6.5 µM	Dynein transport	Dynein transport cytoplasmic EGFP	Dynein transport nuclear GR-EGFP	Dynein transport cell count	human PMI inhibition	TNAP activators	Myeloid diff 2	Myeloid diff 2 GFP+ MAC1+ %	MT stabilizer	MT stabilizer Hoechst-high %	MT stabilizer cytotoxicity %	Ins promoter up	Ins promoter up cell count
O=C(NCc1ccc(-c2nc3ccccc3s2)cc1)c1ccc(Br)o1	i	44	-0.9	1108	1	620	-0.25	-0.21	-0.28	-0.18	1%	1.2	i	0.4	3.6	2.7	5.3	-0.46	1196
O=c1c2nnn(Cc3ccccc3)c2ncn1C/C=C/c1ccccc1	i	.	0.2	1091	6	670	0.4	-0.12	0.38	-0.36	3%	1	i	2.0	4.0	3.1	8.2	-5.8	525
COc1ccc(S(=O)(=O)N2CCN(C(=O)c3cccs3)CC2)cc1OC	i	5	-7.6	984	.	.	.	.	.	.	-7%	1	i	3.6	.	.	.	-0.97	853
CCOc1ccccc1NC(=O)Nc1cccc(C(C)=O)c1	i	30	.	.	.	.	1.3	-0.13	0.71	-0.77	14%	1.1	i	0.8	2.4	2.5	7.2	0.29	909
COCCNC(=S)N/N=C(\C)c1ccccc1OC	i	30	.	.	.	.	-1.1	5.4	-0.23	1.1	-2%	1.1	i	0.8	2.2	1.6	7.7	-0.74	1149
c1nnnn1C12CC3CC(CC(C3)C1)C2	i	26	-0.2	1094	6	690	-0.9	-0.088	-0.57	1.1	9%	1.1	i	2.2	2.8	2.4	9.1	0.06	923
Cn1c(=O)[nH]c(=O)c2c1nc(N1CCOCC1)n2CC(O)COc1ccc2ccccc2c1 (stereo not drawn)	i	1	-0.9	1106	4	619	-1.7	-0.19	-0.51	0.33	5%	1.1	i	1.1	3.4	1.9	5.0	-0.73	1740
Cc1cc(C)nc(-n2ncc3c2CC(C)CC3=O)n1 (stereo not drawn)	i	11	-1.3	1352	12	749	2	-0.19	0.81	-1.7	.	.	i	1.1	.	.	.	0.08	1145
NC(=O)C1CCN(CC(=O)Nc2cc(Cl)ccc2Oc2ccccc2)CC1	i	24	0.2	1021	-14	683	-0.52	-0.19	-0.25	0.53	6%	1.1	i	0.2	3.5	2.1	2.8	-0.16	1371

Limited to Dynein transport cytoplasmic EGFP, for some of the entries so far:
SMILES | Dynein transport cytoplasmic EGFP
CC(c1ccccn1)N(CCN(C)C)C(=S)Nc1ccccc1F (stereo not drawn) | 0.034
Cc1cccc(C(=O)N(c2ccccn2)C(C)c2ccco2)c1 (stereo not drawn) | -0.17

The order is random; 3% or so of the library scored in one or more.
